Assay outcomes (PubChem)
SKN-1 block – C. elegans SKN-1 inhibition | C. elegans VP596 Pgst-4::GFP/RFP ratio, acrylamide-induced, 24 h | inhibition, % at 21.8 µM | hit rate 0.49% among 360,000;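 active = interference check ratio from 0.5 to 1.5 plus GFP to RFP signal ratio inhibition reaching or exceeding a fixed threshold, cut at about 30% in these data, passing the limit was not always enough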; also: some compounds called inactive have numbers as strong as hits
eLon inh – inhibits E. coli Lon protease; inhibition, % at 7.94 µM; hit rate 0.42% among 360,000; purified E. coli Lon protease, fluorescence polarization; in the data active = inhibition above about 13%, passing the limit was not always enough;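 also: 0% = enzyme with probe and DMSO and 100% = no enzyme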
MsrA inhibitor – bovine MsrA inhibition | purified bovine MsrA, absorbance read-out | inhibition, % at 15.5 µM | hit rate 0.75% among 360,000 | AID 651718; in the data active = inhibition above about 4.5%;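 also: 0% = vehicle wells with enzyme and 100% = reference inhibitor wells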
bovine MsrA act – activators of bovine methionine sulfoxide reductase A; activation, % at 10.6 µM; purified bovine MsrA, absorbance read-out; hit rate 0.3% among 360,000; in the data active = activation above about 7.5%;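 also: 0% = vehicle and 100% = reference activator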
PABP1 MLLE inh – blocks PAM2 peptide binding to the PABP1 MLLE domain. P11940. GST-MLLE / FITC-PAM2 fluorescence polarization. inhibition, % at 20 µM. hit rate 0.36% among 360,000. AID 588489; in the data active = inhibition above about 35%, passing the limit was not always enough;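 also: plate controls were DMSO wells with GST-MLLE for no effect and wells lacking GST-MLLE protein for full effect; some results filed as inactive read as strong as hits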
Target sequence (P11940 whole entry, looked up, the tested form may be a part): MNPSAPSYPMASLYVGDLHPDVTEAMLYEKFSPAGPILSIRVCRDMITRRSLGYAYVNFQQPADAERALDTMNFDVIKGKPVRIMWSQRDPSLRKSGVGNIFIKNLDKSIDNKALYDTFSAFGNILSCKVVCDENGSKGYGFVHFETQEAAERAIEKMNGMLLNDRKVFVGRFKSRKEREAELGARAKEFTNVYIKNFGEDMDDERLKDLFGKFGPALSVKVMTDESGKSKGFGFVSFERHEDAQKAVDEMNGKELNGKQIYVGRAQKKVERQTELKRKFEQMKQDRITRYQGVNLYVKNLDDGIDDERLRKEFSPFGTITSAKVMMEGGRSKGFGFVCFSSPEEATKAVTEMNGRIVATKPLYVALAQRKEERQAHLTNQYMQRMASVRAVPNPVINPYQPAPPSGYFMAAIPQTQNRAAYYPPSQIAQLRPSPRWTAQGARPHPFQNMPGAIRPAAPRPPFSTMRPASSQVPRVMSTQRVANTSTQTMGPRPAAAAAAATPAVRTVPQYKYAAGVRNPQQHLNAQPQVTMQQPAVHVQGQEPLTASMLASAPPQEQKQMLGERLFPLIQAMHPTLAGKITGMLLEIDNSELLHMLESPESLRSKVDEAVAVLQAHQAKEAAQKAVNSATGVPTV
FAS TE block – inhibitors of human fatty acid synthase thioesterase domain; recombinant FAS-TE, OMFH fluorogenic substrate, fluorescence endpoint; inhibition, % at 15 µM; P49327; hit rate 0.67% among 360,000;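 active = compounds whose normalised, plate-corrected inhibition of enzyme fluorescence in the single-dose primary screen is 50% or more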;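 also: 0% = DMSO with enzyme and 100% = substrate without enzyme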
MT1-MMP act inh – MT1-MMP (human) activation inhibition. P50281. HT1080 RFP-PRO-GFP cells, GFP/RFP ratio fluorescence, overnight; percent of plate control window, DMSO zero. GFP/RFP ratio change, % at 20 µM. hit rate 0.061% among 360,000;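 active = GFP/RFP ratio change of at least 30% with cell ATP level not reduced by more than half and red fluorescence within 50% of control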; also: strong numbers were not always called active
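Assay system: HT1080 RFP-PRO-GFP cells. Benchmarks: DMSO vehicle wells and RFP-L50D-GFP reporter cell wells. Times: overnight cell settling, then overnight compound exposure, 37 °C, 5% CO2. Compound: 20 µM single dose, 1% DMSO. Read-out basis: GFP/RFP fluorescence ratio.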
Tb MetRS inh – blocks T. brucei methionyl-tRNA synthetase activity; purified T. brucei MetRS, ATP depletion, Kinase-Glo luminescence; inhibition, % at 11.9 µM; hit rate 0.4% among 360,000; AID 624268;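 active = inhibition above a per-plate cutoff of the control wells' mean inhibition plus 3 SD, cut at about 5.5% in these data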;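 also: 0% = DMSO wells median and 100% = median of wells with control inhibitor compound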
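System: purified T. brucei MetRS enzyme / Detection: Kinase-Glo luciferase luminescence reporting remaining unconsumed ATP / Medium: HEPES buffer with MgCl2, KCl, DTT, spermine, BSA, pyrophosphatase / Replication: singlicate, one well per compound / Evaluation: percent inhibition relative to median high and low control wells / Schedule: 2 h aminoacylation at 25 °C after 15 min preincubation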
CendR NRP1 mod – NRP-1/CendR interaction modulation; O14786; FAM-RPARPAR peptide binding to NRP-1, fluorescence polarization; inhibition, % at 25 µM; hit rate 0.85% among 360,000;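 active = inhibition or corrected inhibition above about 18%, plus a signal ratio from 0.5 to 1.5, limit read from the data, passing the limit was not always enough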; also: strong numbers were not always called active
An asterisk follows results filed as active; / = not tested or not shown; & = joins results of further samples.

SMILES	SKN-1 block	eLon inh	MsrA inhibitor	bovine MsrA act	PABP1 MLLE inh	FAS TE block	MT1-MMP act inh	Tb MetRS inh	CendR NRP1 mod
NC(=O)C(CC(=O)O)NC(=O)[C@@H]1CCCNc2c(I)cc([N+](=O)[O-])cc2C(=O)N[C@@H](CO)C(=O)N[C@@H](Cc2ccc(O)cc2)C(=O)N1 (stereo not given in full)	-4	8	/	2	-16	-2	2	41*	-52
Cc1ccc2nc(SCC(=O)NCc3ccc(S(N)(=O)=O)cc3)[nH]c2c1	7	-4	-1.2	-2	-78	-6	1	0.0	6
Cc1ccc(S(=O)(=O)N2CCCN(S(=O)(=O)c3ccc(C)cc3)CC2)cc1	-2	-1	-0.6	-4	8	20	-2	-0.2	-1
COCCNC(=O)CCC1CCN(C/C=C/c2ccccc2OC)CC1	7	5	-0.6	2	6	-5	0	-0.4	8
CCOc1cc(C2C(C(=O)OC(C)C)=C(C)NC3=C2C(=O)CCC3)cc([N+](=O)[O-])c1O (stereo not given)	1	-3	-0.6	-3	-5	0	0	-0.2	3
COc1ccc(Cc2c(C(C)(C)C)nc3cc(C)c(Br)c(C)n23)c(C)c1	-2	2	-0.1	-3	/	21	-1	-0.6	-6
COc1ccc(CC2(CO)CCN(CC3=CC[C@H]4C[C@@H]3C4(C)C)CC2)cc1	-4	-4	-0.4	-5	-5	-4	2	-0.3	1
O=C(NCc1cccnc1)c1ccc(S(=O)(=O)Nc2ccccc2)cc1	-4	-8	-0.8	-3	8	-1	-1	0.3	-1
O=C1OC(Oc2ccc(Br)cc2)(c2ccccc2)c2ccccc21 (stereo not given)	-4	-8	0.0	2	3	29	2	-0.2	12
O=C(c1ccc(S(=O)(=O)c2ccc(F)cc2)c([N+](=O)[O-])c1)N1CCCCCC1	3	5	-0.4	-3	-3	9	-9	0.7	-2
COc1cccc(C(=O)N2CCCC(Nc3ccc(C)c(C)c3)C2)c1 (stereo not given)	9	0	-0.4	-4	3	-1	2	-0.2	-7
COc1ccc(OCC(=O)Nc2cc(-c3nn(C)c(=O)c4ccccc34)ccc2OC)cc1	-5	0	0.3	-1	2	16	5	0.3	-12
O=C(Nc1nc2ccc(S(=O)(=O)N3CCCC3)cc2s1)C1CCCO1 (stereo not given)	-10	-4	-0.2	-11	12	-9	2	-0.9	1
O=C(COC(=O)/C=C/c1ccccc1)NCc1ccc(Cl)cc1	18	-6	0.5	-2	-6	13	1	0.9	-3
C#CCOCCOCCOCCNc1nc(N2CCN(C(=O)[C@H](C(C)C)n3cc(CCO)nn3)CC2)nc(N2CCN(C(=O)[C@H]([C@@H](C)CC)n3cc(CCCCN)nn3)CC2)n1	-13	-10	-0.1	-13	-3	-14	0	-0.7	5
Nc1cc(S(=O)(=O)Nc2cc(Cl)ccc2Cl)ccc1N1CCCC1	-4	-7	0.8	0	23	3	2	-0.5	1
COc1ccc(CN(C)CC(=O)Nc2ccccc2C(=O)NC2CC2)cc1OC	6	-1	0.4	-2	4	-4	0	-0.2	-5
CCOC(=O)C1=C(N)Oc2cc(O)ccc2C1c1cccc(Cl)c1 (stereo not given)	-4	5	-0.6	-9	7	40	-8	-0.4	27*
N=C1C(c2nc3ccccc3s2)=C(O)CN1C1CCCCC1	13	1	0.1	-6	0	-8	-1	-0.3	8
CCCCCC(O)(CCCCC)C(=O)NNc1ccccc1	-2	-8	1.5	0	-25	8	0	-0.8	-6
CC(C)(C)OC(=O)NNC(=S)NC1CCCCC1	-13	7	2.3	-14	-12	1	/	-1.1	-13
COc1ccc(OC)c(NC(=O)c2ccc3c(c2)OCO3)c1	-1	5	0.8	0	2	5	0	-0.7	-2
COc1ccccc1OCC(O)CN1CCN(C(=O)c2ccccc2)CC1 (stereo not given)	10	4	-1.3	-3	2	-3	4	-0.6	11
Cc1cccc(Nc2ncnc3c2cnn3Cc2ccccc2)c1	13	0	-0.4	-1	9	10	0	0.8	-3
Cn1cnc([N+](=O)[O-])c1Nc1ccc(O)cc1	6	-3	0.4	-2	4	0	1	0.0	10

Continuation:
SMILES	SKN-1 block	eLon inh	MsrA inhibitor	bovine MsrA act	PABP1 MLLE inh	FAS TE block	MT1-MMP act inh	Tb MetRS inh	CendR NRP1 mod
CC1Cc2ccccc2N1C(=O)CN1C(=O)NC2(CCCCC2)C1=O (stereo not given)	-1	-3	-0.2	-2	-11	-5	-1	-0.2	-4
Cc1ccc(NC2CCCN(C(=O)CN3C(=O)CSC3=O)C2)cc1C (stereo not given)	6	-5	-0.6	-2	13	-1	-3	0.1	0
Cc1ccc(C)n1-c1ccc(C(=O)N2CCC(C(N)=O)CC2)cc1	-1	9	-0.2	-3	-3	-5	-7	-1.0	-7
CCCN1CCN(C(=O)CCCn2c(C)c3cnn(-c4ccccc4)c(=O)c3c2C)CC1	-10	-9	-1.1	-2	-10	-6	1	-0.4	-8
O=C(Cn1c(NCCO)nc2ccccc21)Nc1ccc2c(c1)OCCCO2	1	-3	0.2	-2	-10	-6	4	-0.3	1
O=C1CCC(=O)N1CN(C(=O)c1ccco1)c1ccc(Cl)c(Cl)c1	-16	3	-0.7	-9	10	-16	7	-2.3	-2
O=C(NCC1CCCN1S(=O)(=O)c1cccs1)C(=O)Nc1ccccc1 (stereo not given)	-8	-13	0.9	-4	3	2	-3	-0.2	-1
CCOC(=O)N1CCN(C(=O)C(C)NC(=O)c2ccco2)CC1 (stereo not given)	6	-3	-1.6	-4	11	-5	-2	-0.7	6
Cc1ccc(C(=O)Nc2ccccc2N2CCCCC2)cc1S(=O)(=O)N1CCOCC1	5	-3	1.2	-3	13	23	1	0.0	-3
COc1cc(F)ccc1-c1cc(C(=O)NCc2cc(C(F)(F)F)cc(C(F)(F)F)c2)[nH]n1	-1	4	-0.7	-7	-9	2	-1	-0.3	8
Cc1cccc(CNC(=O)c2sc(=O)n(Cc3c(C)cccc3C)c2C)c1	10	4	0.2	-7	-27	23	7	-0.6	-14
CCc1sc(C(=O)Nc2cc(S(=O)(=O)N3CCOCC3)ccc2OC)cc1C	7	4	-0.4	2	-22	16	-8	-0.5	-9
COc1ccc(/C=C2/NC(=O)N(CC(=O)Nc3cccc(C)c3)C2=O)cc1O	8	2	3.4	-4	-10	-5	1	0.9	-5
C=C(Cl)COC(=O)C1C2C=CC(C2)C1C(=O)O (stereo not given)	-20	-3	2.0	-3	-10	-7	9	-0.6	0
C=CCN(C(=O)c1cc(C)cc(C)c1)C1(C(=O)Nc2ccccc2)CCN(C(C)C)CC1	-1	-11	-0.9	-2	-1	-2	-3	-0.2	2
Cc1ccc(CNC(=O)[C@H]2C[C@@H]2[C@H](NP(=O)(c2ccccc2)c2ccccc2)c2ccccc2)o1	10	-5	-0.7	0	1	-6	1	0.2	1
C=CCNc1nc2c(c(=O)n(C)c(=O)n2C)n1CC(=C)C	-15	-2	-0.1	-1	-2	-5	4	0.0	-13
COC(=O)CC1C(=O)NCCN1C(=O)Nc1ccccc1 (stereo not given)	4	-4	-0.9	0	-1	-6	1	-0.2	-8
O=C(COC(=O)c1ccc(Br)cc1)NCCc1ccccc1	6	-2	0.0	-4	13	0	0	0.7	-5
COc1ccc(Cc2c(-c3ccccc3)nc3c4ccccc4ccn23)c(C)c1	12	-6	0.3	-3	-15	8	0	0.8	-9
O=C(O)c1ncc(Cl)c(Cl)c1Cl	2&3	-3&2	-1.0&0.5	-1&-5	-26&1	-7&-4	0&-5	0.7&0.0	-18&4
Nc1nc2ccc(S(=O)(=O)c3ccc4nc(N)sc4c3)cc2s1	-18	-8	0.1	-6	9	4	0	-1.1	-13
Cn1c(N)c(S(=O)(=O)N2CCN(Cc3ccccc3)CC2)c(=O)n(C)c1=O	-4	0	0.8	-8	11	-8	1	-0.4	6
CCN(c1ccccc1)S(=O)(=O)c1ccc(OCC(=O)Nc2cc(C)on2)cc1	-7	2	-0.5	4	-7	0	5	-0.1	6
COc1ccc(-c2c(-c3ccccc3)c(C(=O)C(=O)NCCCN(C)C)n3ccc4cc(OC)c(OC)cc4c23)cc1OC	0	-6	-0.2	-13	8	6	6	-2.0	-4

(more compounds)
SMILES	SKN-1 block	eLon inh	MsrA inhibitor	bovine MsrA act	PABP1 MLLE inh	FAS TE block	MT1-MMP act inh	Tb MetRS inh	CendR NRP1 mod
O=C(OCc1nc2ccccc2s1)C1CCN(S(=O)(=O)c2cccs2)CC1	-6	-4	1.2	-3	3	44	1	0.1	-3
COc1ccc(/C=C/C(=O)N(C)Cc2cccs2)cc1S(=O)(=O)N1CCOCC1	-4	-7	-0.2	-2	18	9	2	-0.1	35*
CCOC(=O)C1=CN(Cc2ccco2)S(=O)(=O)NC1c1ccc(F)c(Cl)c1 (stereo not given)	18	0	-0.3	0	-3	11	-2	-0.8	-6
COc1cc(OC)cc(-n2nnnc2SCC(=O)Nc2nc3c(s2)CCCC3)c1	9	3	-1.0	0	-9	-12	-4	-0.2	1
O=C(NCC1CCCO1)c1cc2ccccc2oc1=O (stereo not given)	5	4	2.1	-4	-6	3	2	-0.1	-5
Cc1cc(C(=O)OCC(=O)c2c(N)n(C)c(=O)n(C)c2=O)c(C)o1	1	4	-0.5	1	-10	-7	-1	0.0	11
CC(C)CCn1c(N)c(S(=O)(=O)c2cccs2)c2nc3ccccc3nc21	3	0	2.0	-1	0	20	-20	0.5	-5
CSc1nc2ccc(NS(=O)(=O)c3cccc(Cl)c3Cl)cc2s1	3	-6	0.1	-3	-6	17	-2	-0.7	9
COc1ccc(NS(=O)(=O)c2c(F)cccc2F)cc1S(=O)(=O)N1CCOCC1	1	-11	0.4	-6	4	-6	1	-0.4	-6
Cc1cc(C)cc(NC(=O)N2CCN(S(C)(=O)=O)CC2)c1	4	-2	-0.6	0	-5	-2	1	-0.2	12
COc1ccc(NC(=O)Cn2nc(C)c3ccccc3c2=O)cc1	4	-2	-0.4	-1	6	-3	4	-0.9	3
COCCNc1nc(NCCCN(C)C)c2sccc2n1	-1	-1	-0.8	-5	9	-10	0	-0.4	20
CC1=C(C(=O)OCCOC(C)C)C(c2cc3c(cc2Br)OCO3)C2=C(CCCC2=O)N1 (stereo not given)	-2	-2	0.5	0	67*	0	-12	-0.3	16
CCNCCNC(=O)c1c(O)c2cccc3c2n(c1=O)CCC3	-10	1	1.0	1	6	0	2	-0.6	-3
Cc1cccc(NC(=S)NCCSc2ccc(Cl)cc2)c1	16	-8	0.4	-6	-15	40	4	-0.5	-1
CC(C)c1ccc(CC(C)C2C3=C(CCCC3=O)OC3=C2C(=O)CCC3)cc1 (stereo not given)	-13	-3	0.6	0	-15	25	-15	-0.8	5
Cc1nnsc1SCCNC(=O)c1c(F)cccc1F	3	-5	0.1	-2	-6	-2	2	-1.0	5

Four entries from above in a different format.
SMILES,SKN-1 block,eLon inh,MsrA inhibitor,bovine MsrA act,PABP1 MLLE inh,FAS TE block,MT1-MMP act inh,Tb MetRS inh,CendR NRP1 mod
COc1ccc(NS(=O)(=O)c2c(F)cccc2F)cc1S(=O)(=O)N1CCOCC1,1,-11,0.4,-6,4,-6,1,-0.4,-6
Cc1cc(C)cc(NC(=O)N2CCN(S(C)(=O)=O)CC2)c1,4,-2,-0.6,0,-5,-2,1,-0.2,12
COc1ccc(NC(=O)Cn2nc(C)c3ccccc3c2=O)cc1,4,-2,-0.4,-1,6,-3,4,-0.9,3
COCCNc1nc(NCCCN(C)C)c2sccc2n1,-1,-1,-0.8,-5,9,-10,0,-0.4,20

Not a hit list; about 4% have a hit in one of these screens.
